# HTT ATP protect = Huntington cell model cytoprotection by ATP luminescence; PC12 HTT-Q103 induced, cytoprotection, ATP luminescence, 40 h; Potency, µM (top dose mostly 56.4 µM), inactives show cytoprotection (ATP increase), usual class: activators; hit rate 0.14% among 230,000; AID 1471; active means well fitted activation curve with a large enough effect;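 further: % of control where 0% means no effect; nearly all actives have a fitted effect of over 45% in size; toxic huntingtin expression switched on by the ecdysone agonist tebufenozide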
#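 Readout: ATPlite luminescence (ATP level). Model: stable PC12, inducible Htt exon1 Q103-GFP. Inducer: tebufenozide, 100 nM final. Compounds: dose series. No G418 in medium.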
# * = called active by the depositor; [ ] = remark or other dose. Potency means the concentration at half of the fitted maximal effect. These rows are one share of the data; count on the stated rates, not on these rows.
SMILES,HTT ATP protect
COc1ccc2c(=O)cc(-c3ccncc3)oc2c1OC,28.8%[10 µM]
CCC(C)C(NCc1cccc(C)c1)C(=O)O (stereo not given),-10.7%[0.074 µM]
CN(C)S(=O)(=O)c1ccc(S(=O)(=O)N(Cc2ccccn2)Cc2ccco2)cc1,0.3%[10 µM]
O=C(O)NCc1ccccc1 (tested in a mixture with another compound),-4.6%[10 µM]
c1ccc(-c2nn3c(-c4ccncc4)nnc3s2)nc1,-10.9%[0.074 µM]
COc1ccc(CN[C@H](C)C(=O)O)cc1,7.6%[10 µM]
N[C@H](C(=O)O)[C@H](N)C(=O)O,0.1%[10 µM]
N=C(N)SC(c1ccccc1)c1ccccc1,28.2%[10 µM]
O=C(O)c1cncc(C(=O)O)c1,-1.6%[10 µM]
O=c1[nH]c(=S)[nH]c2c1CN(CCCN1CCOCC1)CN2,-0.9%[10 µM]
COc1ccc(-c2coc3ccc(O[C@@H]4O[C@@H](COC(C)=O)[C@@H](OC(C)=O)[C@@H](OC(C)=O)[C@H]4OC(C)=O)cc3c2=O)cc1,-38.4%[inhibitor]
COc1ccc([C@@H](Nc2ncccn2)c2cc3c(cc2O)OCO3)cc1,1.2%[10 µM]
CC(C)c1ccccc1S(=O)c1ccccc1C(C)(C)O (stereo not given),9.4%[10 µM]
Cc1cn([C@H]2C[C@H](O)[C@@H](COC(N)=O)O2)c(=O)[nH]c1=O,3.4%[10 µM]
CC1CCN(C(=O)CSc2ccc3nnc(-c4cccc(F)c4)n3n2)CC1,-4.6%
O=C(O)c1ccc(NCc2nc3cc4ccccc4cc3[nH]2)cc1,-2.8%[10 µM]
CN(C)c1ccc(C(=C2C=CC(=[N+](C)C)C=C2)c2c(O)c(S(=O)(=O)O)cc3cc(S(=O)(=O)O)ccc23)cc1,-7.3%[10 µM]
CC(C)(C)CC(C)(C)c1ccc(O)c(C[N+](C)(C)[O-])c1,2.5%[10 µM]
Ic1ccc2c(c1)N(c1ccccc1)c1cc(Nc3ccc4nc5ccc(I)cc5[n+](-c5ccccc5)c4c3)ccc1N2,-4.9%[10 µM]
CN(C)CCCN1C(=O)C(O)=C(C(=O)c2cccs2)C1c1ccccn1 (stereo not given),5.4%[0.074 µM]
Cc1ccc2nc(CC(=O)c3ccc4ccccc4c3)c(=O)[nH]c2c1,8.8%[10 µM]
O=CNc1ncn[nH]1,-4.0%[10 µM]
CC(=O)O[C@@H]1[C@H]([N+]2(C)CCCCC2)C[C@@H]2[C@@H]3CC[C@@H]4C[C@@H](OC(C)=O)[C@H]([N+]5(C)CCCCC5)C[C@@]4(C)[C@H]3CC[C@]21C,0.4%[1.9 µM]
N#C/C(=C\Nc1ccccn1)C(=O)C1CC1,-38.1%[10 µM]
CCCCCSc1nc2c(c(=O)[nH]c(=O)n2C)n1CC,-1.5%
CC1CCN(CCC(=O)Nc2ccc(Br)cc2)CC1,-0.2%[10 µM]
COc1cc2nc(-c3cccs3)oc(=O)c2cc1OC,-9.6%[0.074 µM]
Cc1ccc(S(=O)(=O)N=Nc2c(O)[nH]c3cc(O)c(C(=O)O)cc23)cc1,-4.0%[10 µM]
Cc1cc(NC(=O)CN2CCN(c3ccccc3F)CC2)nc2c1c(=O)oc1ccccc12,-19.0%
c1ccc(CO[C@H]2NCCN2Cc2ccccc2)cc1,6.6%[10 µM]

# Reprinted from the part before: two compounds, then new ones.
SMILES,HTT ATP protect
Cc1cc(NC(=O)CN2CCN(c3ccccc3F)CC2)nc2c1c(=O)oc1ccccc12,-19.0%
c1ccc(CO[C@H]2NCCN2Cc2ccccc2)cc1,6.6%[10 µM]
CN(C)CC(CN(C)C)c1ccccn1,-0.9%[10 µM]
Cc1nccn1-c1c2c(c(C#N)c3nc4ccccc4n13)CCCC2,30.0%[10 µM]
CCOC(=O)Cn1c(C(F)(F)F)nc2nc(Cl)c(Cl)nc21,2.4%[10 µM]
CN1C[C@H](C(=O)N[C@]2(C)O[C@@]3(O)[C@H]4CCCN4C(=O)[C@@H](Cc4ccccc4)N3C2=O)C[C@H]2c3cccc4[nH]cc(c34)C[C@@H]21,-4.3%
CCCCCCCCCCCCCCCC(=O)NC[C@@H](COP(=O)([O-])OCC[N+](C)(C)C)OCC,1.9%[1.9 µM]
O=C(O)c1c2c(c(O)c3c1CN(C1CCCCC1)CO3)OCN(C1CCCCC1)C2,-6.6%[10 µM]
CC(C)Cn1cnc2c(SCc3ccc(Cl)cc3Cl)nc(N)nc21,-2.6%[10 µM]
NC(=O)NOC[C@@H]1NC(=O)NC1=O,-10.4%[10 µM]
COc1ccc2nc3cc(Cl)ccc3c(Nc3ccc(O)c(CN4CCN(C)CC4)c3)c2c1,-0.7%[10 µM]
Cc1ccnc(SCCn2c(N3CCOCC3)nc3c2c(=O)[nH]c(=O)n3C)n1,-4.7%[0.074 µM]
O=C1CC(c2ccccc2)Cc2nc(N3CCc4ccccc43)ncc21 (stereo not given),-8.6%[0.074 µM]
N#Cc1cc2c(=O)n3ccccc3nc2n(Cc2cccnc2)c1=O,-8.8%[0.074 µM]
Nc1nc(Cl)nc2c1ncn2[C@@H]1O[C@@H](COP(=O)(O)OP(=O)(O)OP(=O)(O)O)[C@@H](O)[C@H]1O,-25.6%[1.9 µM]
COc1cc2c3cc1Oc1c(OC)c(OC)cc4c1[C@@H](Cc1ccc(O)c(c1)Oc1ccc(cc1)C[C@@H]3N(C)CC2)CN(C)C4,0.6%[10 µM]
Nc1[nH]c(=S)[nH]c(=O)c1N=Nc1c(Br)cc(S(N)(=O)=O)cc1Br,-28.2%[10 µM]
C/C=C1\C(=O)C[C@@H]2[C@@H]3CCC4=CC(=O)CC[C@@]4(C)[C@H]3CC[C@@]12C,12.0%[1.9 µM]
CC(C)CNC(=O)O,-9.7%[10 µM]
CO[C@@H]1/C=C\O[C@]2(C)Oc3c(C)c(O)c4c(O)c(c(CN5CCN(C)CC5)c(O)c4c3C2=O)NC(=O)/C(C)=C\C=C[C@@H](C)[C@@H](O)[C@H](C)[C@@H](O)[C@H](C)[C@H](OC(C)=O)[C@@H]1C,-14.7%[10 µM]
Cn1cnc([N+](=O)[O-])c1Sc1nc(N)nc2c1ncn2[C@H]1C[C@H](O)[C@@H](CO)O1,-17.1%[10 µM]
Oc1ccccc1CNCc1ccccc1O,18.1%[10 µM]
O=C(O)CCCCCC[C@@H]1C(=O)NC(=O)N1CC[C@@H](O)C1CCCCC1,-3.5%[1.9 µM]
O=C(O)CCNc1ncnc2nc[nH]c12,-8.8%[10 µM]
Cn1c([N+](=O)[O-])cnc1CN1CCN(CCO)CC1,-3.1%[10 µM]
CN1[C@@H](c2ccccc2)CC(=NO)C[C@H]1c1ccccc1,-2.4%[10 µM]
Nc1c(S(=O)(=O)O)cc(Nc2cccc(S(N)(=O)=O)c2)c2c1C(=O)c1ccccc1C2=O,4.4%[10 µM]
COc1ccc(C(=O)CCN(C)C)c2ccccc12,-10.2%[10 µM]
N=C(N)SCc1cccc2c(=O)cc(-c3ccccc3)oc12,12.8%[10 µM]
Cc1ccc(C(=O)C2=C(O)C(=O)N(CCN(C)C)C2c2ccccn2)o1 (stereo not given),-13.2%[0.074 µM]
COc1ccc(C(=O)OCCN2C(=O)c3ccccc3C2=O)cc1OC,1.5%
O=C(CN1CCOc2ccccc21)NC1CC1,-13.7%
O=C(c1c(F)c(F)c(F)c(F)c1F)N1CCc2ccccc21,-16.4%[0.074 µM]
CC(=O)[C@H](C(=N)C#N)C(=O)Nc1ccccc1,-5.8%[10 µM]
CN(C)CCCN1c2ccccc2Sc2ccc3ccccc3c21,-4.7%[10 µM]
Cc1c(Cl)cccc1NC(=O)c1cc(-c2ccc(O)cc2)on1,-12.8%
Cc1nc2ncnn2c(N2CCC(C(=O)NCC3CCCO3)CC2)c1Cc1ccccc1 (stereo not given),5.0%[10 µM]
CCN(CC)CCCN1C(=O)C(=O)/C(=C(/O)c2cnn(-c3ccccc3)c2C)C1c1ccncc1 (stereo not given),-2.7%
CC(=O)c1c(O)c(C)c(O)c2c1OC1=CC(=O)[C@H](C(C)=O)C(=O)[C@]12C,-2.7%
Cc1ccc(CCN2CC(C(=O)NCc3cccnc3)CC2=O)cc1 (stereo not given),-15.8%
c1ccc2c(c1)CCC[C@H]2C1=NCCN1,14.2%[1.9 µM]
OCCCN=C1CCCCC1,-3.2%[10 µM]
CCOC(=O)c1ccc(NC(=O)C2CCN(S(=O)(=O)c3ccccc3)CC2)cc1,-8.7%
CCCCN(Cc1cc2cc(OC)ccc2[nH]c1=O)C(=O)COc1ccccc1,-22.1%[0.074 µM]
Cc1ncc(COP(=O)(O)O)c(C)c1O,-13.8%[10 µM]
CNc1ncnc(Sc2nc(N)nc3nc[nH]c23)c1[N+](=O)[O-],-32.1%[inhibitor][10 µM]
Cc1cc(Cl)ccc1OCC(=O)Oc1c(Cl)c(Cl)c(Cl)c(Cl)c1Cl,-10.1%[10 µM]
N=c1nc(N)nc(N)n1-c1ccc(S(N)(=O)=O)cc1,1.4%[10 µM]
CCOC(=O)c1cnc(-n2nc(C)cc2C)nc1Nc1cccc(C(C)=O)c1,14.5%[0.074 µM]
O=C(O)CCSCc1ccc(I)cc1,12.7%[10 µM]
COc1ccc(CCNC(=O)C2CCN(Cc3nc(-c4ccc(Cl)cc4)oc3C)CC2)cc1OC,-10.5%[0.074 µM]
c1ccc([C@H](c2cccc3c2ccc2ccccc23)[C@H](c2ccccc2)c2cccc3c2ccc2ccccc23)cc1,-4.7%[10 µM]

# Next section.
SMILES,HTT ATP protect
COc1cc(NC(=O)c2c(-c3ccccc3Cl)noc2C)c2ncccc2c1,-1.2%
CCc1ncc(CO)n1Cc1cccc2ccccc12,-9.1%[10 µM]
CCOC(=O)N1CCC(NC(=O)CCc2c(C)nc3c(c(C)nn3-c3ccccc3)c2C)CC1,-2.3%
O=C(COC(=O)c1ccc(Br)o1)NCc1ccco1,-5.3%[10 µM]
c1ccc(CN2COc3c(ccc4c5c(ccc34)CN(Cc3ccccc3)CO5)C2)cc1,11.5%[10 µM]
CCOC(=O)c1cnc(-n2nc(C)cc2C)nc1N1CC(C)OC(C)C1 (stereo not given),-2.8%[0.074 µM]
c1ccc(OCCSc2ncnc3nc[nH]c23)cc1,-9.9%
CCN(CC)S(=O)(=O)c1cccc(C(=O)Nc2cc(C)nn2-c2nc(C)cc(C)n2)c1,-33.9%[10 µM]
Cc1ccc(S(=O)(=O)N2CCC(C(=O)O)(c3ccccc3)CC2)cc1,-9.4%[10 µM]
C[N+](C)(C)c1nc(N)nc2c1ncn2[C@H]1O[C@@H](CO)[C@@H](O)[C@H]1O,5.8%[10 µM]
CC1(C)N=C(N)N=C(N)N1c1cccc(OCc2cccc([N+](=O)[O-])c2)c1,-0.7%[10 µM]
O=C1C[C@H]2OCC=C3CN4CC[C@@]5(C(=O)O)[C@H](N1)[C@H]2[C@H]3C[C@H]45,-8.6%[10 µM]
O=C1c2ccccc2C(=O)c2c(NC(=O)c3ccc4c5c(ncnc35)-c3ccccc3C4=O)cccc21,2.5%[10 µM]
NS(=O)(=O)c1ccc(N=Nc2ccc(O)c(C(=O)O)c2)cc1,2.9%[10 µM]
CCc1c(C)nc(/N=C(/NC(=O)c2ccccc2)Nc2ccccc2OC)[nH]c1=O,-9.9%[0.074 µM]
N[C@@H]1[C@@H]2[C@@H]3C[C@H]4N(CC[C@@]14C(=O)C(=O)O)CC3=CCO[C@@H]2CC(=O)O,18.0%[10 µM]
O=C(CN(Cc1ccco1)C(=O)CNS(=O)(=O)c1ccc(Cl)cc1)NCc1ccc(F)cc1,20.9%[10 µM]
c1csc(CNc2ncnc3sccc23)c1,-39.8%[inhibitor][0.074 µM]
Cn1c(=O)c2[nH]c(CCS)nc2n(C)c1=O,-1.3%[10 µM]
Cc1ccc(CCCC(=O)O)cc1C,-3.2%[10 µM]
CCOC(=O)c1c(NC(=O)CN2CCN(c3ccccn3)CC2)sc2c1CCCC2,9.3%[10 µM]
NC(N)=NCCSSCCN=C(N)N,-7.1%[1.9 µM]
Cn1c(=O)c2c(-c3ccncc3)c3c(nc2n(C)c1=O)-c1ccccc1C3=O,-17.3%[10 µM]
OCCSCc1cc(Cl)cc(Cl)c1O,21.3%[10 µM]

# Grouped by structure: the entries above with an aryl methoxy group
SMILES,HTT ATP protect
COc1ccc2c(=O)cc(-c3ccncc3)oc2c1OC,28.8%[10 µM]
COc1ccc(CN[C@H](C)C(=O)O)cc1,7.6%[10 µM]
COc1ccc(-c2coc3ccc(O[C@@H]4O[C@@H](COC(C)=O)[C@@H](OC(C)=O)[C@@H](OC(C)=O)[C@H]4OC(C)=O)cc3c2=O)cc1,-38.4%[inhibitor]
COc1ccc([C@@H](Nc2ncccn2)c2cc3c(cc2O)OCO3)cc1,1.2%[10 µM]
COc1cc2nc(-c3cccs3)oc(=O)c2cc1OC,-9.6%[0.074 µM]
COc1ccc2nc3cc(Cl)ccc3c(Nc3ccc(O)c(CN4CCN(C)CC4)c3)c2c1,-0.7%[10 µM]
COc1cc2c3cc1Oc1c(OC)c(OC)cc4c1[C@@H](Cc1ccc(O)c(c1)Oc1ccc(cc1)C[C@@H]3N(C)CC2)CN(C)C4,0.6%[10 µM]
COc1ccc(C(=O)CCN(C)C)c2ccccc12,-10.2%[10 µM]
COc1ccc(C(=O)OCCN2C(=O)c3ccccc3C2=O)cc1OC,1.5%
CCCCN(Cc1cc2cc(OC)ccc2[nH]c1=O)C(=O)COc1ccccc1,-22.1%[0.074 µM]
COc1ccc(CCNC(=O)C2CCN(Cc3nc(-c4ccc(Cl)cc4)oc3C)CC2)cc1OC,-10.5%[0.074 µM]
COc1cc(NC(=O)c2c(-c3ccccc3Cl)noc2C)c2ncccc2c1,-1.2%
CCc1c(C)nc(/N=C(/NC(=O)c2ccccc2)Nc2ccccc2OC)[nH]c1=O,-9.9%[0.074 µM]

# Source: PubChem (National Center for Advancing Translational Sciences (NCATS))
